HIF act: HIF pathway transcriptional activation; U2OS HRE-luciferase reporter, luminescence; normalized: DMSO 0%, desferrioxamine 100%; 300,000 compounds, 0.32% hits; activation, % at 7.5 µM (by protocol);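 active means mean activation of at least 10% of the iron chelator positive control signal, with at least half of replicates also reaching 10%; inconclusive means mean and replicate majority disagree about reaching 10%; inactive means mean and most replicates under 10%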
KLF5 inh: suppresses KLF5 promoter-driven expression. inhibition, % at 5 µM. AID 1700. DLD-1 KLF5 promoter-luciferase reporter, luminescence. 290,000 compounds, 0.23% hits;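 active means inhibition above a per-plate limit of that plate's mean compound inhibition plus 3 SD, cut at about 60% in these data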;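 further: 0% = DMSO wells and 100% = LY294002 at 200 µM; higher means less KLF5 promoter-driven luciferase light; inactives centre near -14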
HSF1 activator: increases HSF-1 driven luciferase reporter signal | NIH3T3-HGL HSF-1 luciferase reporter, MG132, 8 h; 100% = twice DMSO control signal | activation, % at 9 µM | 300,000 compounds, 1.7% hits | AID 504408;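 active means mean replicate activation of at least 50% with a set share of replicates each reaching 50%; inconclusive means only one of those two conditions met; inactive means mean below 50% and too few replicates reaching it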;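 further: 0% = median of the neutral control wells and 100% = twice that signal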
GSK3 alpha inh: blocks human GSK-3 alpha kinase. P49840. 320,000 compounds, 0.1% hits. ADP-Glo luminescence, 60 min. inhibition, % at 10 µM. AID 2650;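 in the data active means inhibition above about 50%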;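 further: GST-tagged GSK-3 alpha with peptide substrate and 25 µM ATP; 0% = DMSO neutral wells and 100% = GW8510 positive control wells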
Target sequence (P49840 whole entry, looked up): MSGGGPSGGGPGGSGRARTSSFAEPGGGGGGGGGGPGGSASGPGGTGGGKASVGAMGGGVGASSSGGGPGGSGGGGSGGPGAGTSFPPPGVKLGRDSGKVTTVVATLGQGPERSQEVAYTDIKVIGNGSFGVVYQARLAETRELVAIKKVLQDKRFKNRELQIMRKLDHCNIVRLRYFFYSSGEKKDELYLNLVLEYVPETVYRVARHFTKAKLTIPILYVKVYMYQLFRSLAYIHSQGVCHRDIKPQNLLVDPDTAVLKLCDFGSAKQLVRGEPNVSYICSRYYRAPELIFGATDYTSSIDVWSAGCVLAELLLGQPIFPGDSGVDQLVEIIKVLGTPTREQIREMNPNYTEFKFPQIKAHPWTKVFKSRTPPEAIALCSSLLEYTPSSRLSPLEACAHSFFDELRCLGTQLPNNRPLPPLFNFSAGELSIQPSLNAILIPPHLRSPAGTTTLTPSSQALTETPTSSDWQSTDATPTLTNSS
GSK3beta inhib: blocks human GSK3beta kinase activity; P49841; GST-GSK3beta kinase, ADP-Glo luminescence, 60 min; hits give low values; activity score (negative = inhibition), % at 10 µM; 300,000 compounds, 0.038% hits; AID 2097;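 active means more than half of replicate wells score below -50%, meaning over 50% inhibition versus plate controls; inconclusive means some replicates but at most half score below -50%; inactive means no replicate scores below -50%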;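 further: 0% = median DMSO wells and -100% = median GW8510 positive control wells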
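Assay system: GST-fused GSK3beta enzyme, cell-free / Medium: Tris pH 7.5 buffer with MgCl2, DTT, BSA, heparin / Also added: peptide substrate plus 25 µM ATP (final) / Compound: 10 µM single point / Timing: kinase reaction with compound 60 min at room temperature / Detection: ADP-Glo luminescence / Benchmarks: DMSO neutral wells and GW8510 at 20 µM as positive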
IEC-6 tox: kills IEC-6 intestinal cells in KLF5 counter-screen; IEC-6 cytotoxicity, luminescence viability; inhibition, % at 5 µM; 290,000 compounds, 0.78% hits; AID 1825; in the data active means inhibition above about 22%;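 further: 0% = plate median of test compound wells and 100% = cytotoxic reference compound wells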
HSP90 inh: blocks HSP90-mediated luciferase refolding in reticulocyte lysate; Rabbit reticulocyte lysate, luciferase refolding luminescence, 3 h; inhibition, % at 5.6 µM; 290,000 compounds, 0.91% hits;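 active means inhibition above the screen-wide mean plus 3 SD, computed separately per campaign, cut at about 16% in these data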;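 further: 0% = DMSO wells and 100% = 60 µM geldanamycin wells; inhibitors lower the luminescence because luciferase stays unfolded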
AI-2 QS modul: Vibrio harveyi AI-2 quorum sensing modulation; Vibrio harveyi JMH597 AI-2 luminescence/OD600 ratio, 9 h; hits give low values; strain lacks LuxN and CqsS sensors; 0 = neutral-control median; activity change, % at 7.5 µM; 300,000 compounds, 0.4% hits; AID 2094; in the data active means activity change below about -75%, passing the limit was not always enough; inconclusive means no clear call, values can overlap the other calls;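 further: luminescence divided by OD600 gain over 9 h not by final OD600 alone; inactives centre near 13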
aSyn UTR inh: 5' untranslated region of α-synuclein, MLPCN primary screen | alpha-synuclein 5'UTR reporter, inhibitor activity | inhibition, % (tested at 7.5 µM) | 300,000 compounds, 0.82% hits | AID 1813; in the data active means inhibition above about 60%; inconclusive means no clear call, values can overlap the other calls;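 further: H4 neuroglioblastoma cells stably carrying SNCA 5'UTR luciferase fusion; 0% = DMSO wells and 100% = positive control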
HSF1 inhib: HSF1 inhibition; NIH3T3-HGL HSE-luciferase, MG132-induced, luminescence 8 h; hits give low values; 300,000 compounds, 0.77% hits; activity change, negative = inhibition, % at 7.5 µM (by protocol);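 active means more than half of replicate wells show activity change below -50%, luminescence cut by over half; inconclusive means some wells, but at most half, below -50%; inactive means no replicate well below -50%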;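 further: luciferase reports HSF-1 transcriptional activity via heat shock element; 0% = median of DMSO wells and -100% = zero luminescence signal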
The depositor's hits bear a star; ? = inconclusive; / = no result given.

Letter code – A = HIF act; B = KLF5 inh; C = HSF1 activator; D = GSK3 alpha inh; E = GSK3beta inhib; F = IEC-6 tox; G = HSP90 inh; H = AI-2 QS modul; I = aSyn UTR inh; J = HSF1 inhib
> COC(=O)c1c(NC(=O)CSc2nnc(C)c(=O)[nH]2)sc(C)c1C
  A: 0.0	B: -16	C: 2	D: -4	E: 2	F: 3	G: 1	H: 35	I: -17	J: 2

> Cc1nn(-c2ccccc2)c(Cl)c1/C=N/NC(=O)c1ccnn1C
  A: 3.9	B: -77	C: 46	D: 0	E: 0	F: 4	G: 5	H: 8	I: -108	J: 10

> O=C(CCc1nc2ccccc2c(=O)[nH]1)N1CCN(C/C=C/c2ccccc2)CC1
  A: -0.1	B: -31	C: 11	D: 1	E: 1	F: 9	G: 7	H: 20	I: -3	J: 8

> COc1ccc(S(=O)(=O)Nc2c(C)n(C)n(-c3ccccc3)c2=O)c(Cl)c1Cl
  A: -0.6	B: -16	C: 7	D: -4	E: -3	F: 0	G: 0	H: 10	I: 3	J: 13

> Cc1ccccc1-n1c(SCC(=O)N2CCOCC2)nc(O)cc1=O
  A: -0.4	B: 5	C: 17	D: -1	E: 2	F: 0	G: 6	H: 19	I: -1	J: -8

> COc1ccc(C(C)=O)cc1COC(=O)CNC(=O)c1ccc(Cl)cc1
  A: -0.2	B: -23	C: 10	D: 7	E: -1	F: 1	G: 2	H: 17	I: 5	J: -2

> O=C(Nc1ccc(Oc2ccc(NC(=O)C3CCCO3)cc2)cc1)C1CCCO1 (stereo unspecified)
  A: -0.4	B: 4	C: 2	D: -2	E: 0	F: 5	G: 5	H: 18	I: 14	J: 2

> CN(Cc1ccccc1)S(=O)(=O)c1nnc(NC(=O)c2ccccc2)s1
  A: -0.5	B: 5	C: 18	D: 0	E: 2	F: 1	G: -2	H: 20	I: -16	J: -7

> CN(C)CCNC(=O)c1cc2ccccc2oc1=O
  A: -0.6	B: -22	C: 8	D: -1	E: -3	F: 2	G: -2	H: 5	I: -20	J: -1

> COc1ccc(OC)c(-n2c(O)cnc2Nc2nc(C)cc(C)n2)c1
  A: -0.2	B: -5	C: -7	D: 0	E: 2	F: -5	G: -1	H: 21	I: 9	J: 3

> Cn1ccnc1Sc1nc(Nc2cccc(Cl)c2)nc(N2CCOCC2)n1
  A: -1.6	B: -4	C: -10	D: 5	E: -1	F: -8	G: 6	H: 48	I: 7	J: 2

> COc1ccc2c(c1)[nH]c1c(=O)n(CCCN3CCOCC3)cnc12
  A: 0.1	B: -17	C: 7	D: 2	E: -1	F: 1	G: 5	H: 22	I: 15	J: -1

> Cc1cc(C)cc(C(=O)NCCCc2ccccc2)c1
  A: 0.3	B: -16	C: 26	D: -3	E: -1	F: -5	G: -2	H: 2	I: 14	J: 1

> CC(C)NC(=O)[C@@H]1CSC2c3ccccc3C(=O)N21 (stereo partly specified)
  A: 3.9	B: -25	C: 22	D: 3	E: -5	F: 1	G: 7	H: 11	I: -14	J: 1

> Cc1ccccc1-n1c(=O)cc(N2CCCCCC2)[nH]c1=O
  A: 0.0	B: -22	C: -4	D: 0	E: -2	F: 2	G: -4	H: 12	I: -26	J: -2

> O=C(Cn1c(=O)oc2cc(S(=O)(=O)N3CCCC3)ccc21)N1CCN(c2ccccc2)CC1
  A: 0.5	B: -2	C: 7	D: 1	E: 0	F: -5	G: -2	H: 38	I: 25	J: -3

> COc1ccc(C2Nc3ccccc3C(=O)N2c2ccc(C)cc2)cc1Cn1nc(C)c([N+](=O)[O-])c1C (stereo unspecified)
  A: 1.5	B: -57	C: 32	D: -3	E: 1	F: 4	G: 2	H: 24	I: -105	J: 24

> CCCc1nc(SCC(=O)NNC(=O)c2ccc(OC)cc2)c2ccccc2n1
  A: /	B: 0	C: /	D: -2	E: 1	F: -11	G: 2	H: 13	I: /	J: /

> COC(=O)C1=CN(CCCN2CCCC2=O)C=C(C(=O)OC)C1c1ccccc1C(F)(F)F
  A: -0.2	B: -19	C: /	D: 5	E: -2	F: -6	G: 3	H: 12	I: 20	J: /

> O=C(OCCN1C(=O)CCC1=O)c1ccc(S(=O)(=O)N2CCCCC2)cc1
  A: 0.4	B: -4	C: -7	D: -1	E: 2	F: 10	G: 5	H: 14	I: -7	J: -10

> O=C(CN1CCOCC1)Nc1ccc(N2CCN(c3ccccc3)CC2)c(F)c1
  A: 0.2	B: -5	C: -19	D: -1	E: 0	F: -4	G: 4	H: 14	I: 22	J: 3

> COc1ccc(NC(=O)CSc2ccc3c(c2)OCCO3)cc1OC
  A: -0.2	B: 0	C: -10	D: -1	E: -2	F: 0	G: -1	H: 18	I: -6	J: -8

> O=C(C1CCCO1)N1CCN(Cc2c(O)ccc3ccccc23)CC1 (stereo unspecified)
  A: -2.2	B: 2	C: 35	D: -2	E: -3	F: 1	G: -3	H: 18	I: 20	J: 30

> COc1ccc(-c2noc(CCC(=O)Nc3nc4ccccc4s3)n2)cc1
  A: -0.1	B: 6	C: 12	D: -4	E: 2	F: -7	G: 0	H: 20	I: -5	J: 2

> Cn1c(N)c(C(=O)CSc2nc3ccccc3[nH]2)c(=O)n(C)c1=O
  A: 0.2	B: -17	C: -5	D: 0	E: 1	F: 8	G: 1	H: 31	I: 2	J: 1

> COc1cc([N+](=O)[O-])cc(/C=N\NC(=O)C2COc3ccccc3O2)c1O (stereo unspecified)
  A: 0.4	B: -18	C: -2	D: -1	E: 0	F: -2	G: 2	H: ?	I: 5	J: -8

Reprinted at random: 5 records from the list.
Letter code – A = HIF act; B = KLF5 inh; C = HSF1 activator; D = GSK3 alpha inh; E = GSK3beta inhib; F = IEC-6 tox; G = HSP90 inh; H = AI-2 QS modul; I = aSyn UTR inh; J = HSF1 inhib
> COc1ccc(C2Nc3ccccc3C(=O)N2c2ccc(C)cc2)cc1Cn1nc(C)c([N+](=O)[O-])c1C (stereo unspecified)
  A: 1.5	B: -57	C: 32	D: -3	E: 1	F: 4	G: 2	H: 24	I: -105	J: 24

> CC(C)NC(=O)[C@@H]1CSC2c3ccccc3C(=O)N21 (stereo partly specified)
  A: 3.9	B: -25	C: 22	D: 3	E: -5	F: 1	G: 7	H: 11	I: -14	J: 1

> COc1ccc(C(C)=O)cc1COC(=O)CNC(=O)c1ccc(Cl)cc1
  A: -0.2	B: -23	C: 10	D: 7	E: -1	F: 1	G: 2	H: 17	I: 5	J: -2

> CCCc1nc(SCC(=O)NNC(=O)c2ccc(OC)cc2)c2ccccc2n1
  A: /	B: 0	C: /	D: -2	E: 1	F: -11	G: 2	H: 13	I: /	J: /

> Cc1nn(-c2ccccc2)c(Cl)c1/C=N/NC(=O)c1ccnn1C
  A: 3.9	B: -77	C: 46	D: 0	E: 0	F: 4	G: 5	H: 8	I: -108	J: 10

High-throughput results as filed in PubChem BioAssay.
